# Bioassay records from PubChem.
# GPR151 ag = activates the human receptor GPR151; Q8TDV0; PathHunter beta-arrestin GPR151 cells, luminescence; activation, % at 11.2 µM; 1% of 650,000 active; AID 1508602; in the data active means activation above about 4.9%;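 further: 0% = median of compound wells and 100% = cells with positive control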
# Target sequence (Q8TDV0 whole entry, looked up): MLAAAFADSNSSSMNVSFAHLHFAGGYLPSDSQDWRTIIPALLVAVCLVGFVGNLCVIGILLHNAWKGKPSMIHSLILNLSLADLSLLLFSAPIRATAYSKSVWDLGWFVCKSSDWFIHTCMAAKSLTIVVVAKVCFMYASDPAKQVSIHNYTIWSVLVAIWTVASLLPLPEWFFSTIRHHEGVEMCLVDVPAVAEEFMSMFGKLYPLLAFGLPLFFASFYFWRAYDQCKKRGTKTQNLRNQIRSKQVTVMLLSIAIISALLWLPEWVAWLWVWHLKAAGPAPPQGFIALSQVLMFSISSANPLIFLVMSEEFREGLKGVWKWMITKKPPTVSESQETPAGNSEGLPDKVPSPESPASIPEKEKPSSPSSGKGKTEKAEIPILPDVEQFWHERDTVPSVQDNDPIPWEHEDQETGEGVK
# TEAD-YAP block = TEAD-YAP interaction inhibition; HEK-TIYL cells, TEAD-Gal4/YAP UAS-luciferase luminescence; inhibition, % at 9.12 µM; 1.4% of 640,000 active; in the data active means inhibition above about 32%;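 further: 0% = median of test compound wells and 100% = reference inhibitor wells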
# MITF primary = human MITF inhibition, primary screen | O75030 | AlphaScreen MITF homodimerization, bead proximity signal | inhibition, % at 2.6 µM | 0.91% of 650,000 active | AID 1259374; in the data active means inhibition above about 50%;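 further: 0% = vehicle wells with protein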
# Target sequence (O75030 whole entry, looked up): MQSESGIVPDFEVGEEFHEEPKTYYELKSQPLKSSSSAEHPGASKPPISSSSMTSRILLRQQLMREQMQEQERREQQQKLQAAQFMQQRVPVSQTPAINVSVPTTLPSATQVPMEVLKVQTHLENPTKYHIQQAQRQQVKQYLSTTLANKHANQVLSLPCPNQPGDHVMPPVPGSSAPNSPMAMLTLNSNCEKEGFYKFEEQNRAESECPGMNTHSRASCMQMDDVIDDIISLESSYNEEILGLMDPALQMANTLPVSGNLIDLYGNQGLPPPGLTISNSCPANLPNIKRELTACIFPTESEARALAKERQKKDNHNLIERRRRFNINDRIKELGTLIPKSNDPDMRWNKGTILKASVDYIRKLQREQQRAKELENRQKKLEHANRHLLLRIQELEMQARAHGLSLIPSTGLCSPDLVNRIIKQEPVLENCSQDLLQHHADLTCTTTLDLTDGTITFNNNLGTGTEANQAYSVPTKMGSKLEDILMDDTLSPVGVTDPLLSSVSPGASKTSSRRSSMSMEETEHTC
# FBW7 act = human FBW7 E3 ligase activation, primary screen; Q969H0; AlphaScreen FBW7–phospho-cyclin E peptide binding, activator screen; normalized activity (activation), % at 26.1 µM; 0.13% of 650,000 active; AID 1259310; in the data active means normalized activity above about 1.9%;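 further: purified mutant Fbw7 with reduced substrate affinity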
# * hit, by the source's call. Not a hit list. Share with any hit: about 3.4%.
SMILES,GPR151 ag,TEAD-YAP block,MITF primary,FBW7 act
CCOC(=O)c1c(C)oc2c1c(CN1CC(C)OC(C)C1)c(O)c1ccccc12 (stereo not given),-1.3,-36.1,-0.1,-0.2
O=C(N=C1N=C2C=CC=CN2Cc2ccccc21)c1ccc(Cl)cc1Cl,-4.3,-41.3,4.3,0.2
C=CCNC(=O)C(=O)c1c(-c2ccccc2)[nH]c2ccccc12,1.3,4.2,4.4,0.2
Cn1c(=O)[nH]c(=O)c2c1nc1n2CCN1c1ccc(Cl)cc1,0.7,11.2,6.8,0.2
CC[C@@H](CO)NC[C@H](O)Cn1c(C)c(C)c2ccccc21,1.2,7.9,19.5,-0.1
CCC1CCCCN1C(=O)C(C)Oc1ccccc1 (stereo not given),1.8,11.1,31.0,0.9
C#CCN1C(=O)C2CCC(C)(C1=O)C2(C)C (stereo not given),0.6,-5.1,6.5,0.2
COC(=O)CSc1ncnc2c1nnn2-c1ccc(F)cc1,0.3,0.3,13.4,0.0
COC(=O)c1ccc(/C=c2\sc3nc(-c4ccccc4OC)nn3c2=O)cc1,0.8,3.2,13.4,-0.1
COc1ccc(-c2nc3c(Nc4ccc(Oc5ccccc5)cc4)ncnc3n2C(C)C)cn1,-0.6,0.3,-5.3,0.0
CCc1cccc(C)c1NC(=O)CSC1=NCCS1,0.6,12.6,21.7,1.4
O=C(CCc1ccccc1)NCC1CCN(Cc2ccccn2)CC1,1.8,1.4,-5.4,-0.2
NC(=O)c1nc(-c2ccncc2)nc2c1[nH]c(=O)n2CCc1ccccc1,0.3,6.1,-10.8,0.1
CCN1CCN(S(=O)(=O)c2ccc(F)c(C(=O)Nc3c(F)cc(F)cc3Br)c2)CC1,-1.6,7.0,18.9,0.0
CCN(CC)CCNC(=O)CSc1nc2nc(C)c(Cc3ccccc3)c(C)n2n1,-1.1,9.2,16.1,0.0
COc1ccc([N+](=O)[O-])cc1/C=C1\C(=O)N(c2ccccc2)N=C1C,8.1*,-1.6,-2.1,-0.3
CC1CCC2C(C1)c1c(n(C)c(=O)n(C)c1=O)OC2(C)C (stereo not given),1.4,11.0,-6.5,0.0
COc1nn(C)cc1C(=O)N1CCCC(C(=O)Nc2ccc3c(c2)Cc2ccccc2-3)C1 (stereo not given),2.4,13.4,15.4,0.1
CCOc1ccc(C2=C(Cl)C=C(c3ccc(C)cc3)c3ccccc3O2)cc1,-0.3,6.0,24.2,0.6
N#Cc1cccc(-c2nc3cnccn3c2NCc2ccc(F)cc2)c1,0.9,10.8,0.1,0.4

# Brought forward from above: 5 compounds, then new ones.
SMILES,GPR151 ag,TEAD-YAP block,MITF primary,FBW7 act
COc1ccc([N+](=O)[O-])cc1/C=C1\C(=O)N(c2ccccc2)N=C1C,8.1*,-1.6,-2.1,-0.3
CC1CCC2C(C1)c1c(n(C)c(=O)n(C)c1=O)OC2(C)C (stereo not given),1.4,11.0,-6.5,0.0
COc1nn(C)cc1C(=O)N1CCCC(C(=O)Nc2ccc3c(c2)Cc2ccccc2-3)C1 (stereo not given),2.4,13.4,15.4,0.1
CCOc1ccc(C2=C(Cl)C=C(c3ccc(C)cc3)c3ccccc3O2)cc1,-0.3,6.0,24.2,0.6
N#Cc1cccc(-c2nc3cnccn3c2NCc2ccc(F)cc2)c1,0.9,10.8,0.1,0.4
CCCCCCc1nnc(NC(=O)CCCC)s1,-0.9,3.8,-4.1,-0.2
COC(=O)Cn1nnc2c(cnn2-c2ccccc2)c1=O,-2.5,-39.1,9.7,0.8
Cn1cccc1C(CNS(=O)(=O)c1cc(F)ccc1F)N1CCCC1 (stereo not given),-0.5,-3.7,-8.7,-0.2
CC(=O)Nc1cccc(-c2cccc3c2C(C)(Cc2ccc(S(C)(=O)=O)cc2)C(=O)N3)c1 (stereo not given),1.0,6.2,-2.2,-0.2
Cc1ccc2c(c1)cc(C)c1nn(CC(=O)NC3CC3)c(=O)n12,0.0,-4.2,-3.5,0.1
COCCN(C)Cc1ccccc1OCC(O)CN1CCc2ccccc2C1 (stereo not given),0.5,3.9,0.3,-0.1
CCOC(=O)c1c(NC(=O)c2ccc(S(=O)(=O)N(C)c3ccccc3)cc2)sc2c1CCN(CC)C2,0.1,4.8,17.5,0.2
CCOc1ccc(S(=O)(=O)N(CC(=O)Nc2ccc(OC)cc2OC)c2ccccc2)cc1,-0.6,0.8,11.1,0.1
Cc1cccc(-n2c(CNC(=O)c3ccco3)nnc2SCC(=O)Nc2nnc(C)s2)c1,-0.9,3.2,10.5,0.0
Cc1cc(C)c2c(c1)CC(C)(C)c1nc3cc(C)c(C)cc3nc1-2,0.4,4.4,7.6,0.0
CCOC(=O)N1CCC(NC(=O)CCCOc2cc(=O)n(C)c3ccccc23)CC1,0.0,-3.7,1.5,-0.1
COc1ccc(NS(=O)(=O)c2ccc(N/N=C/c3ccsc3)c([N+](=O)[O-])c2)cc1,0.1,2.7,9.4,-0.2
Cc1ccc2nc(Nc3cccc(O)c3)c3nncn3c2c1,0.2,-5.1,14.2,0.1
CCOC(=O)/C(C#N)=C\c1cc(C)sc1SC,2.0,-6.5,-15.3,0.2
CSCCOC(=O)C1=C(C)NC(=O)NC1c1cccc([N+](=O)[O-])c1 (stereo not given),-0.5,17.3,3.7,0.6
CCOC(=O)C1=C(C)NC2=C(C(=O)CC(c3ccc(OC)cc3)C2)C1c1ccccc1F (stereo not given),-1.0,12.5,5.0,0.3
CC(C)(C)NC(=O)CN1N=C(c2ccccc2)Cn2c(cc3ccccc32)C1=O,-0.7,-1.9,-14.2,0.0
COc1cc(C(=O)NCCc2ccc(S(=O)(=O)N3CCCC3)cc2)cc(OC)c1OC,-0.7,0.9,11.1,0.1
CCOC(=O)C(CC(C)C)NC(=O)C(Cc1ccccc1)NC(=O)OC(C)(C)C (stereo not given),-0.3,1.3,-4.0,0.0
Cc1nc2ccccn2c1C(=O)NC1CCC1,-0.7,3.0,5.6,0.0

# Reformatted bar-delimited: part of the list above.
Compound | GPR151 ag | TEAD-YAP block | MITF primary | FBW7 act
Cc1ccc2c(c1)cc(C)c1nn(CC(=O)NC3CC3)c(=O)n12 | 0.0 | -4.2 | -3.5 | 0.1
COCCN(C)Cc1ccccc1OCC(O)CN1CCc2ccccc2C1 (stereo not given) | 0.5 | 3.9 | 0.3 | -0.1
CCOC(=O)c1c(NC(=O)c2ccc(S(=O)(=O)N(C)c3ccccc3)cc2)sc2c1CCN(CC)C2 | 0.1 | 4.8 | 17.5 | 0.2

# Reprinted from the listing for reference:
SMILES,GPR151 ag,TEAD-YAP block,MITF primary,FBW7 act
CCOC(=O)C(CC(C)C)NC(=O)C(Cc1ccccc1)NC(=O)OC(C)(C)C (stereo not given),-0.3,1.3,-4.0,0.0
Cc1nc2ccccn2c1C(=O)NC1CCC1,-0.7,3.0,5.6,0.0

# The results go on:
SMILES,GPR151 ag,TEAD-YAP block,MITF primary,FBW7 act
CCOC(=O)c1c(NC(=O)c2cc3ccccc3oc2=O)sc2c1CCCC2,-0.8,5.6,15.7,0.1
O=C(COc1ccccc1)Nc1c2c(nn1-c1cccc(Cl)c1)CSC2,0.2,-19.6,11.2,0.4
NNC(=O)COc1cccc2ccccc12,-0.8,7.8,13.6,1.1
CCn1cc(C(=O)N(CCc2ccccc2)Cc2ccccc2)c(=O)c2ccc(C)nc21,-0.9,4.7,4.6,-0.1
Cc1ccc(C(c2nnnn2Cc2ccco2)N2CCN(C)CC2)cc1 (stereo not given),-0.2,12.0,5.8,1.3
CCCS(=O)(=O)C(=C(Nc1ccc(OC)cc1)Nc1ccc(OC)cc1)S(=O)(=O)CCC,1.3,13.3,7.0,-0.2
Cc1ccc2nc(C34CC5CC(CC(C5)C3)C4)ccc2c1,2.7,-1.0,-6.0,0.1
OCCC1CN(Cc2cc3ccccc3[nH]2)CCN1Cc1ccc(F)c(F)c1 (stereo not given),-0.5,1.9,1.4,-0.1
COc1ccc(C)cc1S(=O)(=O)NCCc1csc2nc(-c3ccc(C)cc3)nn12,-0.8,-3.5,0.3,0.0
Cc1ccc2nc(Nc3ccc(C)c(F)c3)c3nnnn3c2c1,-0.1,-6.2,-8.6,-0.6
Cc1[nH]c2c(Br)ccc3c2c1CCN1C(=O)OC(C)(C)C31C (stereo not given),-0.1,21.4,8.2,0.4
CC(=O)c1ccc(N2C(=O)c3ccc(Cl)cc3C2=O)cc1,-0.8,-16.1,-2.4,0.0
COc1ccc([N+](=O)[O-])cc1N(CC(=O)Nc1cccc(C)c1)S(C)(=O)=O,1.8,5.2,10.5,-0.2
O=C(Nc1ccccc1CO)c1ccc(F)cc1,-8.9,-9.6,-4.1,0.3
Cc1ccc(N2C(=O)c3ccc(Oc4cccc(Oc5ccc6c(c5)C(=O)N(c5ccc(C)c(C)c5)C6=O)c4)cc3C2=O)cc1C,0.5,-7.2,-12.5,0.0
CCN(CC)CCCNC(=O)C1CCN(S(C)(=O)=O)CC1,1.3,2.5,-1.3,0.0
Nc1nc(Cn2c(-c3nonc3N)nc3ccccc32)nc(N2CCCCC2)n1,-0.2,5.3,3.8,-0.1
O=C(O)c1cc(C2CC2)nc2ccccc12,-0.2,12.7,9.8,0.0
O=C(Nc1ccc(Br)cc1)/C(=C\c1ccc2c(c1)OCO2)NC(=O)c1ccccc1Br,0.4,5.6,7.7,0.0
O=C(Nc1cc(Cl)ccc1C(=O)O)c1ccc([N+](=O)[O-])cc1,-2.7,-8.9,-10.0,-0.2
O=C1CC(c2cc3c(cc2[N+](=O)[O-])OCO3)c2cc3c(cc2N1)CCC3 (stereo not given),-1.9,-5.7,0.4,-0.1
CC(C)CCN1C(=O)c2ccc(C(=O)NCC3CCCO3)cc2C1=O (stereo not given),0.3,0.3,-17.7,0.1
O=C(CCS(=O)(=O)c1ccc2c(c1)OCC(=O)N2)Nc1ccc(OC(F)(F)F)cc1,7.1*,-0.3,9.5,0.2
O=C(c1ccc(C(=O)N2CCC(Cc3ccccc3)CC2)cc1)N1CCC(Cc2ccccc2)CC1,0.0,1.9,4.3,0.1
CCN1C(=O)CSC1=Nc1ccc(C(=O)O)c(O)c1,-0.3,-6.3,3.4,-0.5
COc1ccc(Cl)cc1NC(=O)Cn1nc(C(F)(F)F)c(Br)c1C,0.1,3.8,5.5,1.1
CN1CCN(C(=O)c2cc3nc(-c4ccccc4)cc(-c4ccccc4)n3n2)CC1,-1.2,1.8,5.0,0.2
O=C(Nc1cccc(Br)c1)Nc1nnc(N2CCCCCC2)s1,0.0,-6.8,0.5,0.1
Cc1ccc(NC(=O)CCCOc2ccc(Cl)cc2Cl)nc1,0.7,-2.3,3.6,-0.1
CC1CCN(C(c2nnnn2Cc2ccc(F)cc2)C(C)C)CC1 (stereo not given),-0.9,2.3,-25.8,-0.3
CCC(Oc1ccccc1)C(=O)N1CCC(C(N)=O)CC1 (stereo not given),2.2,7.7,-6.6,-0.1
COc1cc(-c2nc(C)c(C(C)=O)n2O)ccc1OCC(=O)Nc1ccc(F)cc1,-0.6,13.3,16.2,0.2
Cc1ncc2c(c1CNC(=O)c1ccc3nc[nH]c3c1)CCN(C(=O)C1CCCO1)C2 (stereo not given),0.9,-1.9,-1.5,-0.2
O=C(Nc1nnc(-c2cccc([N+](=O)[O-])c2)s1)c1ccc(S(=O)(=O)N2CCCC2)cc1,0.3,-6.6,-1.5,-0.2
CCc1cccc(NC(=O)CCN2C(=O)C3C4C=CC(C4)C3C2=O)c1 (stereo not given),0.7,-6.4,0.1,-0.2
CCOC(=O)Cc1ccc(NC(=O)N(C(C)C)C2CCN(C(C)=O)CC2)cc1,-0.5,3.8,4.5,-0.2
Nc1nc(NC2CCN(Cc3ccccc3)CC2)cc(N2CCC(N3CCOCC3)CC2)n1,-0.4,0.6,7.3,-0.1
O=C(NCCN1CCN(c2ccc(F)cc2)CC1)Nc1cccc(Cl)c1,1.1,8.9,-3.2,-0.2
O=C(Cn1ncc2c1-c1ccccc1OC2)N1CC=C(c2ccccc2)CC1,1.6,8.7,7.2,0.1
O=[N+]([O-])c1cccc(-c2noc(C3CCCCC3)n2)c1,0.1,-19.3,11.7,-0.1
COc1ccc(S(=O)(=O)N(C)CC(=O)Nc2ccc(C(N)=O)cc2)cc1Cl,-0.8,-15.9,-2.6,0.1
CCOC(=O)N1CCN(c2ccc(S(=O)(=O)N3CCOCC3)cn2)CC1,0.2,1.4,-4.9,0.1
Cc1cccc(CN2C(=O)C(=O)c3ccccc32)c1,1.3,15.2,17.2,0.2
CCC(C)NC(=O)C(=O)Nc1ccc(C)cc1C (stereo not given),-1.5,-41.9,5.7,0.5
Cc1ccccc1OCc1ccc(-c2nc(C#N)c(N3CCCC3)o2)o1,-0.9,-0.3,-9.4,-0.3
COCCNCCOCCOc1c(C)cccc1C,0.4,8.7,31.2,0.5
CCSc1nc(N)c2c(n1)NC1=C(C(=O)CC(C)(C)C1)C2c1cccnc1 (stereo not given),1.0,1.3,-3.7,-0.2
N#Cc1ccc(-c2ccc(OC(=O)c3cncc(Br)c3)cc2)cc1,1.0,9.9,1.0,0.0
COc1ccc(CCNC(=O)CN2Cc3ccccc3C2=O)c(OC)c1OC,0.5,-2.3,12.0,0.3
CCCCNC(=O)C(=O)NCCN1CCOCC1,-0.6,7.1,-5.8,-0.2
N#CC1=C(N)OC2=C(C(=O)CC(c3ccccc3)C2)C1c1ccc(F)cc1 (stereo not given),-1.2,-7.5,4.3,-0.1
COc1ccc(C(=O)N(C)c2ccccc2C(=O)N2CCOCC2)cc1,-0.4,5.6,-5.4,-0.1
CCOc1ccc(S(=O)(=O)Nc2cc(Cl)c3oc(C)c(C(C)=O)c3c2)cc1,-1.2,-0.5,11.2,0.3
CCOc1ccc(/C(CCC(=O)O)=N/Nc2cccc([N+](=O)[O-])c2)cc1,0.4,2.8,9.5,0.3
CCCOc1ccc(/C(O)=C2/C(=O)C(=O)N(Cc3cccnc3)C2c2ccc(Cl)cc2)cc1C (stereo not given),1.0,-5.5,-6.7,0.0
